From PubChem
HepG2 viability: HepG2 cytotoxicity, counter-screen for TGF-b inhibitors; actives 0.76% (n = 410,000); AID 588856; HepG2 CAGA-GFP viability, ATP luminescence, 18 h; Potency, µM (highest dose often 46.1 µM), without a hit: at the highest dose activity change, negative = cytotoxicity, most hits filed as cytotoxic; further: potency means the concentration at half of the fitted maximal effect; some results filed as inactive show a strong effect at the top dose
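CellTiter-Glo luminescence gave cytotoxicity after 18 hours at 37 degrees C. The cells were HepG2 CAGA-GFP in 1% FBS DMEM, stimulated with 500 pg/mL TGF-beta after compound addition. %Activity was normalised to no-cell wells (complete cell-killing) and DMSO (no toxicity), and curves were fitted and classified.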
S2 tox: viability counter-screen for ATXN expression inhibitors | S2 cells (HEK-293 line with an ATXN2-luciferase reporter) viability, CellTiter-Fluor protease fluorescence, 24 h | Potency, µM (doses to about 56.7 µM), hits mostly cytotoxic | actives 0.49% (n = 400,000) | AID 651635; further: potency means the concentration at half of the fitted maximal effect; nearly all actives have a fitted effect of over 40% in size
TGFb inhibitor: blocks TGF-b signaling. HepG2 CAGA-GFP TGF-b/SMAD3 reporter, GFP fluorescence, 18 h; TGF-beta stimulated, 500 pg/mL final. Potency, µM (top dose mostly 46.1 µM), without a hit: at the highest dose activity, negative = inhibition, hits mostly inhibitors. actives 1.2% (n = 410,000); further: potency means the concentration at half of the fitted maximal effect; on the % scale 0 is the no-effect control and ±100 the full control effect; nearly all actives have a fitted effect of over 65% in size
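Using HEPG2 CAGA-GFP reporter cells at 1000 cells/well, we pinned test compounds, stimulated with recombinant TGF-beta (500 pg/mL final) and measured total well GFP after 18 h.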
Nrf2 ARE act: Nrf2 pathway activation; AREc32 ARE-luciferase reporter (MCF7-derived line), luminescence, 24 h; Potency, µM (doses to about 46.1 µM), inactives show top-dose activation, actives largely listed as activators; actives 0.31% (n = 410,000); AID 624171; further: potency means the concentration at half of the fitted maximal effect; % of control where 0% means no effect; nearly all actives have a fitted effect of over 65% in size
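Steps: seed AREc32_Fluc cells (1000/well, 5% FBS OPTI-MEM); incubate overnight at 37 deg C; add 23 nL compound; incubate 24 hr; add Steady-Glo; hold 30 min RT; read luminescence.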
Mm-Cpn inhibitor: inhibitors of Methanococcus maripaludis chaperonin (MmCpn); purified Mm-Cpn ATPase, ADP Transcreener TR-FRET; Potency, µM (titrated, usually from 76.9 µM), for the others: at the highest dose activity, negative = inhibition, usual class: inhibitors; actives 0.031% (n = 330,000); further: potency means the concentration at half of the fitted maximal effect; on the % scale 0 is the no-effect control and ±100 the full control effect; nearly all actives have a fitted effect of over 80% in size
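Eu-cryptate anti-ADP/ADP-d2 competition gives a ratio inversely related to ADP. Enzyme at 25 nM was pre-exposed to compound for 10 min, then given 10 uM ATP for 30 min, 37°C throughout.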
CCT chaperon mod: modulators of cytosolic chaperonin (CCT/TRiC) activity; actives 0.3% (n = 360,000); purified chaperonin ATPase assay, HTRF ADP detection, 30 min; activity change, % (test concentration not listed), hits read low; in the data active means activity change below about -30%; further: on the % scale 0 is the no-effect control and ±100 the full control effect
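TRiC (40 or 20 nM final, by batch activity) in 30 mM Tris pH 7.4, 100 mM KCl, 5 mM MgCl2, 1 mM DTT was treated with compound at 76 uM single dose, then 10 uM ATP, 30 min at 37 °C. ADP was read by HTRF Transcreener.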
Nrf2 inh: blocks Nrf2 signaling; A549 ARE-Fluc reporter, luciferase luminescence, 18-24 h; Potency, µM (highest dose often 46 µM), for the others: at the top dose activity change, negative = inhibition, actives largely listed as inhibitors; actives 2.1% (n = 360,000); AID 504444; further: potency means the concentration at half of the fitted maximal effect; on the % scale 0 is the no-effect control and ±100 the full control effect; nearly all actives have a fitted effect of over 60% in size
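A549 ARE_Fluc cells, 5000/well, 5% FBS OPTI-MEM; compounds in dose-response, 18-24 h at 37 °C/5% CO2; CellTiter-Fluor viability read (Ex 405/Em 525), then BugLite luciferase luminescence = Nrf2 activity.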
A549 tox: kills or reduces viability of A549 cells in Nrf2 counter-screen. A549 ARE-Fluc cells, CellTiter-Fluor viability, 18-24 h. Potency, µM (highest dose often 46 µM), for inactives: top-dose activity change, negative = cytotoxicity, most hits filed as inhibitors. actives 0.16% (n = 390,000). AID 504648; further: potency means the concentration at half of the fitted maximal effect; on the % scale 0 is the no-effect control and ±100 the full control effect
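A549 ARE-Fluc cells in 5% FBS OPTI-MEM, 5000 cells/well, rested 2 h then exposed to compounds in concentration-response for 18-24 h at 37 °C. Viability by CellTiter-Fluor fluorescence (Ex 405/Em 525) after 30 min; luciferase luminescence (BugLite, 15 min, RT) read afterwards.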
Akt phos inh: blocks phosphorylation of Akt; Neuro2A IGF-stimulated pAkt S473 HTRF, 20 min; stronger effect = lower value; activity change, % for hits at 50 µM; actives 0.32% (n = 360,000); in the data active means activity change below about -80%; inconclusive means mostly about -51% to -80%; further: on the % scale 0 is the no-effect control and ±100 the full control effect
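Neuro2A cells in DMEM with 0.5% FBS, overnight at 37 deg C, given compound at single 50 µM final, then IGF (6 nM final) for 20 min at 37 deg C. Lysed; phospho-Akt Ser473 by HTRF after 24 h, 665/615 ratio.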
* = called active by the depositor; i = inactive; ? = inconclusive; · = no result given; & = joins results of further samples; [ ] = another dose, or the depositor's remark. Unless noted, the call rests on the fitted dose curve; in most records, active means well fitted curve in the direction sought with a large enough effect; inconclusive means small, poorly fitted or top-dose-only effect, or another doubt; inactive means no such curve, though single readings can be large; an effect the other way counts as inactive or inconclusive.

entry	Structure	HepG2 viability	S2 tox	TGFb inhibitor	Nrf2 ARE act	Mm-Cpn inhibitor	CCT chaperon mod	Nrf2 inh	A549 tox	Akt phos inh
1	C/C(=N\NS(=O)(=O)c1ccc(Cl)c([N+](=O)[O-])c1)c1ccc(C)o1	-1%	i	8%	0.0%	-1%	-0.6	-9%	2%	i
2	Cc1nc2ccccc2c2oc(C(=O)NCCCN3CCCC3=O)cc12	1%	i	6%	-0.1%	-2%	1.0	?	2%	i
3	CC(=O)c1cccc(N(CC(=O)NC2CCCCC2)C(=O)c2csnn2)c1	-15%	i	-3%	-0.7%	-3%	-0.8	?	-2%	i
4	CCN(CC)CCNc1ncnc2c1sc1nc(N3CCOCC3)c3c(c12)CCCC3	-4%	i	4%	0.1%	-22%	-0.2	-5%	-10%	i
5	COc1cc(/C=C2\S/C(=N/S(=O)(=O)c3ccccc3)NC2=O)c([N+](=O)[O-])cc1OC	-32%	i	?	10%	4%	0.4	-16%	-15%	i
6	NS(=O)(=O)c1ccc(CCNC(=O)CNCCc2ccccc2)cc1	-16%	i	-12%	-1.0%	2%	-4.4	5%	2%	i
7	COc1cc(-c2nc3sccn3c2Nc2cccc(C)c2)ccc1O	-26%	·	-17%	24%	·	·	10%	2%	·
8	O=C(O)c1cc(NC(=O)C2CCCO2)cc(NC(=O)C2CCCO2)c1 (stereo unspecified)	2%	i	1%	2.2%	2%	-2.1	13%	5%	i
9	O=C(Nc1ccccc1C(=O)O)c1cccc(NC(=O)c2ccccc2Cl)c1	8%	i	5%	0.1%	1%	0.6	3%	-1%	i
10	CCOC(=O)Cc1csc(NC(=O)c2c(-c3ccccc3)noc2C)n1	1%	i	-4%	0.5%	0%	-3.5	21%	-5%[1.84 µM]	i
11	O=C1c2ccccc2C(=O)N1C1C(=O)N2CCSC12C(=O)OCc1ccccc1 (stereo unspecified)	-13%	i	-2%	-0.1%	·	0.0	-13%	-13%	i
12	CCC(CO)NCC(O)COCc1ccc2c(c1)OCO2 (stereo unspecified)	-2%	i	-1%	-0.4%	0%	1.7	-15%	0%	i
13	O=C(CC1(CC2=NS(=O)(=O)c3ccccc3N2)CCCC1)NCCc1ccccc1	-26%	i	-4%	-0.6%	-3%	-3.0	4%	-9%	i
14	N#Cc1cc2ccccc2nc1SCc1cccnc1	0%	i	-19%	0.1%	-10%	1.0	3%	3%	?
15	Cn1nnnc1Sc1ncnc2scc(-c3ccc(C#N)cc3)c12	-123%	10µM*	?	-2.0%	?	·	16µM*	?	·
16	COc1ccccc1OCCNC(=O)CCC(=O)N1CCOCC1	6%	i	7%	0.0%	0%	-6.6	8%	-6%	i
17	COc1ccc(S(=O)(=O)N2CCCCC2)cc1C(=O)NC1CCS(=O)(=O)C1 (stereo unspecified)	18%&-2%	i	11%&-9%	0.3%&-1.3%	·	1.2	·	1%	i
18	O=C(CNS(=O)(=O)c1ccc(Br)s1)N1CCCC1	0%	i	2%	-1.0%	0%	-2.8	·	11%	i
19	O=c1ccc(S(=O)(=O)N2CCCC2)cn1Cc1nc(-c2ccc(F)cc2)no1	-14%	i	-3%	-0.9%	-8%	-0.9	-23%	-2%	i
20	Cc1ccc(C2Nc3ccccc3NC3=C2C(=O)CC(C)(C)C3)c(O)c1 (stereo unspecified)	-19%	i	-2%	0.2%	1%	-0.4	-13%	-8%	i
21	C=CCn1c(CCNC(=O)c2ccccc2F)nnc1SCc1nc2ccccc2c(=O)[nH]1	-1%	i	0%	0.0%	0%	1.5	?	10%	i
22	CCCC(=O)N(Cc1cc(=O)[nH]c2ccccc12)c1ccccc1OC	-1%	i	-1%	-0.9%	-3%	-1.0	?	0%	i
23	Cc1ccc(NC(=O)CCC(=O)OCCCC(F)(F)C(F)(F)F)cc1	14%	i	20%	0.1%	-1%	-2.0	·	-1%	i
24	Nn1c(Cc2ccc(Br)cc2)n[nH]c1=S	-3%	i	-3%	-1.8%	2%	-1.5	?	1%	i

One compound at a time (already shown).
Cc1ccc(NC(=O)CCC(=O)OCCCC(F)(F)C(F)(F)F)cc1 in the list: HepG2 viability: 14%; S2 tox: i; TGFb inhibitor: 20%; Nrf2 ARE act: 0.1%; Mm-Cpn inhibitor: -1%; CCT chaperon mod: -2.0; Nrf2 inh: ·; A549 tox: -1%; Akt phos inh: i
O=C1c2ccccc2C(=O)N1C1C(=O)N2CCSC12C(=O)OCc1ccccc1 (stereo unspecified) in the list: HepG2 viability: -13%; S2 tox: i; TGFb inhibitor: -2%; Nrf2 ARE act: -0.1%; Mm-Cpn inhibitor: ·; CCT chaperon mod: 0.0; Nrf2 inh: -13%; A549 tox: -13%; Akt phos inh: i

Next section:
entry	Structure	HepG2 viability	S2 tox	TGFb inhibitor	Nrf2 ARE act	Mm-Cpn inhibitor	CCT chaperon mod	Nrf2 inh	A549 tox	Akt phos inh
25	Cc1cc(C)c(S(=O)(=O)Nc2ccc3c(c2)CCC3)c(C)c1	-87%	i	18µM*	3.0%	-8%	1.4	?	?	i
26	O=C(COc1cc(F)ccc1[N+](=O)[O-])Nc1ccc(N2CCCCC2)cc1	-2%	?	6%	0.3%	1%	1.6	?	-14%	i
27	O=C(Cn1cc(S(=O)(=O)Cc2cccc([N+](=O)[O-])c2)c2ccccc21)N1CCOCC1	4%	i	-16%	0.1%	1%	-1.9	?	-14%	i
28	O=S(=O)(NC1CC2CCC1C2)c1ccc2c(c1)OCCO2 (stereo unspecified)	-10%	?	-8%	0.7%	-1%	-3.0	-9%	3%	i
29	CC(C)CNC(=O)CSc1nnc2ccccn12	0%	i	2%	0.5%	4%	1.6	13%	0%	i
30	O=C(O)CC/C(=N/NC(=O)c1cn(-c2ccccc2)nc1-c1ccccc1)C(=O)O	14%	i	3%	0.3%	3%	1.0	4%	10%	i
31	CC(=O)NCCNC(=O)CCCc1nnc2n(CC(C)C)c(=O)c3sccc3n12	-11%	·	0%	0.6%	·	·	10%	7%	·
32	Cc1cc(Br)ccc1NC(=O)CN(C)C(=O)COc1cccc2c1OC(C)(C)C2	2%	i	0%	-0.2%	-3%	-7.6	21µM*	0%	i
33	O=C(NCc1cccs1)c1cc(-c2ccc(O)cc2)on1	-45%	i	?	1.9%	-5%	-0.5	0%	-9%	i
34	CCOC(=O)CC1=NN(c2ccccc2)C(=O)/C1=C\c1ccc(OC)cc1OC	-29%	i	?	0.2%	0%	-1.3	-8%	0%	i
35	O=C1C2CC=CCC2C(=O)N1n1cnnc1 (stereo unspecified)	9%	i	0%	0.1%	0%	-2.7	-9%	-1%	i
36	COc1cccc(CN2CCC(C(=O)Nc3ccc(-c4cccc(C)c4)cc3)CC2)c1O	-122%	?	?	0.3%	3%	-0.5	1%	-13%	i
37	CCCSc1nnc(Cn2c(=O)sc3ccccc32)n1C	-15%	i	2%	0.0%	1%	-2.4	-8%	-12%	i
38	CS(=O)(=O)N1CCN(C(=O)Cc2ccccc2)CC1	10%	i	7%	-0.8%	-2%	1.3	0%	-1%	i
39	CC1CC(C)(C)CC2(C1)NC(=O)N(CC(=O)N1CCN(S(=O)(=O)c3cccs3)CC1)C2=O (stereo unspecified)	-15%	i	-24%	-0.9%	-1%	-3.2	-4%	-2%	i
40	CC(=O)N1CCCN(C(=O)c2ccc3nc(Cc4cccc(Cl)c4)oc3c2)CC1	-19%	i	-3%	3.9%	1%	0.5	-3%	5%	i
41	O=C(Nc1nnc(SCc2ccccc2)s1)c1ccco1	-17%	i	19%	3.1%	0%	-1.9	4%	-6%	i
42	O=C(NC1CCCCC1)n1c(=O)oc2cc(S(=O)(=O)N3CCCCC3)ccc21	-5%	i	-2%	-0.1%	2%	-1.7	-3%	-2%	i
43	CCc1nonc1NC(=O)c1oc2ccc(F)cc2c1C	13%&-4%	i	7%&1%	7.7%&19%	-6%	-0.8	6%&3%	0%&-2%	i
44	CCc1cc(CN2CCOCC2)c(NC(=O)c2ccccc2)s1	-14%	i	10%	?	1%	1.2	13%	4%	i
45	O=C(Nc1ccncc1)c1ccc(Br)cc1	2%	i	6%	2.8%	0%	-1.7	?	1%	i
46	COc1ccccc1NS(=O)(=O)c1cc(NC(=O)c2ccccc2C)ccc1N1CCOCC1	-5%	i	?	0.2%	·	-4.3	-11%	0%	i
47	COc1ccc(C(=O)NC(C(=O)NCC2(N3CCCCC3)CCCCC2)C(C)C)cc1 (stereo unspecified)	-5%	i	-4%	-0.7%	-3%	-0.1	-2%	-10%	i
48	O=C(CC(NS(=O)(=O)c1ccc(Cl)cc1)c1ccco1)NC1CCCC1 (stereo unspecified)	0%	i	0%	1.6%	-1%	-0.8	·	1%	i
49	Cc1nnc(Nc2ccccn2)c2ccccc12	-6%	i	4%	14%	1%	-1.4	20%	-1%	i
50	O=C(N/N=C\c1cccc(Br)c1)c1ccccc1-n1cccc1	-7%	i	-12%	6.1%	0%	-0.4	-15%	-1%	i
51	NC(=O)c1ccc(-c2nnn(CC(=O)Nc3cccc(S(=O)(=O)N4CCCC4)c3)n2)cc1	1%	i	2%	1.2%	-4%	1.1	?	11%	i
52	O=C(Nc1nccs1)c1ccc2sc([C@H]3C[C@H](O)[C@@H](CO)O3)nc2c1	-4%	i	-6%	3.6%	·	-0.8	·	·	i
53	CCc1c(C)sc(NC(=S)N2CCN(CC)CC2)c1C(=O)OC	-6%	i	6%	-0.7%	-3%	1.1	10%	13%	i
